Bioassay records as filed in PubChem.
Runt-CBFb FRET = inhibitors of human RUNX1 Runt domain binding to CBFb; Cerulean-Runt/Venus-CBFb FRET ratio 530/480, 1 h; inhibition, % at 20 µM; 220,000 tested, 0.46% active;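 active means inhibition over about 50% at 20 µM in the single-dose screen, limit read from the data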;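 further: 0% = DMSO wells and 100% = excess unlabeled CBFb competitor control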
Target sequence (Q01196 whole entry, looked up, the tested form may be a part): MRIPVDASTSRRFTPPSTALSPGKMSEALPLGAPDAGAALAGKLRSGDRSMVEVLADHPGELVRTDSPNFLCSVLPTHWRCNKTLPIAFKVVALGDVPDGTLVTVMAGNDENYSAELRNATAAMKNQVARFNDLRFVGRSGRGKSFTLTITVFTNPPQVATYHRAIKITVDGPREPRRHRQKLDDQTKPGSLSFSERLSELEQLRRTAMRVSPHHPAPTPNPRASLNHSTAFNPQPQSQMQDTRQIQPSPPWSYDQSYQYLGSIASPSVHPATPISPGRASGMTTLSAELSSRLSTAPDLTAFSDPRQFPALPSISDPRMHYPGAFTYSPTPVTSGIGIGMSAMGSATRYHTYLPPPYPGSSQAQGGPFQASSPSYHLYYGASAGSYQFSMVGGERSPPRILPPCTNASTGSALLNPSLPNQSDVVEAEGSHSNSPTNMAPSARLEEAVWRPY
Target sequence (Q13951 whole entry, looked up, the tested form may be a part): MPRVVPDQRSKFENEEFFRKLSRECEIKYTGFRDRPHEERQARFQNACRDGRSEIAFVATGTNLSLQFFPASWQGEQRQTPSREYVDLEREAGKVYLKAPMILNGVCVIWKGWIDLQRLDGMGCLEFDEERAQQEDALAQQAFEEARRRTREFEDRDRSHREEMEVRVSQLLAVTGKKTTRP
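test system = Cerulean-Runt domain fusion protein, energy donor | probe or stimulus = Venus-CBFb binding partner, 100 nM | incubation = two 1 h room-temperature incubations shielded from light | detection = fluorescence energy transfer, 422 nm excitation, 530/480 nm emission | measure = loss of energy transfer signal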
RBBP9 inhibitor = blocks human serine hydrolase RBBP9 | recombinant RBBP9, FP-Rh probe fluorescence polarization | O75884 | inhibition, % at 7.94 µM | 220,000 tested, 0.2% active;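 active means inhibition above the campaign mean of all tested compounds plus 3 SD, cut at about 14% in these data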;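 further: plate controls were DMSO wells with RBBP9 for no effect and wells lacking RBBP9 protein for full effect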
Target sequence (O75884 whole entry, looked up): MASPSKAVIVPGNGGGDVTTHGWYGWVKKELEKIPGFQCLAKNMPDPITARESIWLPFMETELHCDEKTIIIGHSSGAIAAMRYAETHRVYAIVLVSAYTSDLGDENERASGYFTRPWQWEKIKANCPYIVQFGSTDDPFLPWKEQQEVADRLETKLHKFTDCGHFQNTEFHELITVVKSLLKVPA
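Test system – recombinant human RBBP9 · Input – RBBP9 2.5 µM in dispensing solution, pre-mixing · Medium – Tris buffer pH 8.0, NaCl, Pluronic · Schedule – preincubation 30 min plus labeling 45 min at 25 °C · Measured by – fluorescence polarization · Measure – % inhibition · Controls – DMSO and no-protein wells · Replicates – one well per compound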
zVAD death inh = blocks zVAD induced death of L929 cells. viability rescue, % at 10 µM. L929 zVAD necroptosis rescue, ATP luminescence, 24 h; with zVAD 60 µM. 220,000 tested, 0.38% active. AID 1377;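 active means activation, scaled between plate controls, above about 75%, limit read from the data; inactive means activation under that limit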;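 further: 0% = zVAD with DMSO and 100% = DMSO alone without zVAD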
EP2 antag = EP2 receptor (human) inhibition; P43116; C6 glioma cells expressing human EP2, cAMP TR-FRET; cells stimulated with saturating PGE2; inhibition, % at 25 µM; 260,000 tested, 0.52% active;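 active means percent inhibition above 40 after rounding to a whole number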;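 further: rat C6 glioma host cells with rolipram phosphodiesterase inhibitor present; the protocol text gives 20 µM as final concentration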
Hck-Nef inh = blocks Nef-activated human Hck kinase; inhibition, % at 20 µM; 220,000 tested, 0.68% active; P08631; Recombinant Hck-YEEI plus Nef, Z-Lyte FRET kinase assay;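 active means Hck-Nef kinase inhibition above about 50%, limit read from the data; inactive means inhibition below that limit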;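 further: 0% = DMSO with Hck plus Nef and 100% = Hck alone without Nef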
EP2 mod = EP2 receptor (human) modulation; EP2-expressing cells, cAMP HTRF FRET, PGE2 co-stimulation; induction, % at 25 µM; 260,000 tested, 0.83% active; AID 940;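 active means compounds whose cAMP rise, as percent of the full-agonist control response, exceeds 60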;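 further: rat C6 glioma line stably carrying human EP2 under a CMV promoter; the protocol text gives 20 µM as final concentration; 100% = response of wells given 1 µM PGE2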
Runt-SMMHC FRET = blocks binding of human RUNX1 Runt domain to CBFb-SMMHC. inhibition, % at 20 µM. 220,000 tested, 0.74% active. Q01196+Q13951. Cerulean-Runt/Venus-CBFb-SMMHC FRET ratio 530/480, 1 h;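 active means mean inhibition across duplicate retests at 20 µM reaching about 50%, limit read from the data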;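 further: 0% = DMSO wells and 100% = wells with excess untagged CBFb-SMMHC; inhibitors lower the FRET ratio by blocking Runt binding to CBFb-SMMHC; some results filed as inactive read as strong as hits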
PERK inhibitor = inhibitors of human PERK kinase. Q9NZJ5. CHO PERK-DD fusion, SEAP luminescence translation reporter. inhibition, % at 5.6 µM. 220,000 tested, 0.17% active. AID 1416;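 active means inhibition above the mean inhibition of all tested compounds plus 3 SD, set separately per screening campaign, cut at about 2.9% in these data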;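 further: PERK kinase domain activated by AP20187 dimerizer at 100 nM; 0% = DMSO with dimerizer and 100% = rapamycin at 8.4 µM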
TNF death inh = inhibitors of TNF-alpha induced necroptosis in Jurkat FADD-/- cells. Jurkat FADD-/- TNF necroptosis rescue, ATP luminescence, 24 h; 0 = TNF only, 100 = no-TNF cells. activation (protection from cell death), % at 10 µM. 220,000 tested, 0.068% active. AID 463075;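 active means activation, meaning protection from cell death, of at least 50% relative to plate controls; inactive means activation below 50%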;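 further: necroptosis triggered by 40 ng/mL TNF-alpha added together with compound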
* hit, by the source's call; . = not tested or not shown; & = joins results of further samples. Not all compounds are listed. The share of hits here may be higher or lower than overall.

Structure	PERK inhibitor	Runt-SMMHC FRET	TNF death inh	Runt-CBFb FRET	Hck-Nef inh	EP2 mod	RBBP9 inhibitor	zVAD death inh	EP2 antag
COc1nc(Nc2cccc(C)c2)nc(N2CCCCC2)n1	-0.8	0	-0.7	-3	2	37	-7	5.2	.
CCOc1ccc(Nc2cc(C)nc(-n3nc(C)cc3C)n2)cc1	-1.8	2	-12	-2	0	1	0	-0.3	16
COCCN(C(=O)c1ccco1)C(C(=O)NC1CCCC1)c1cccs1 (stereo not drawn)	0.3	-1	-2.1	2	6	32	-3	-1.1	10
O=S(=O)(NC1CC1)c1ccc(S(=O)(=O)N(Cc2ccccn2)C2CCCC2)cc1	-1.5	-2	-0.5	-1	-17	-14	2	-0.4	11
COc1ccc(C(C#N)N2N=C(C)CC2(C)C)cc1OC (stereo not drawn)	0.2	3	-0.9	0	1	13	-7	-0.1	12
COc1ccc(-n2nc(C(=O)NCc3ccco3)c3ccccc3c2=O)cc1	-0.4	3	1.3	5	0	9	2	0.5	5
CCCC(=O)N1CCN(Cc2ccc3c(c2)OCO3)CC1	0.5	-1	0.5	3	2	50	1	.	4
COc1ccc(Nc2ccc3nnc(-c4ccc(Br)cc4)n3n2)cc1	1.5	2	-2.1	-3	1	-3	-7	-0.1	12
CC1(C)C(c2ccccn2)=[N+]([O-])C(C)(C)N1O	0.0	-1	-0.5	-2	3	24	-4	-0.1	14
Cc1cccc(C)c1OC(=O)C(c1ccccc1)c1ccccc1	1.8	-1	-0.8	0	3	66*	-4	1.3	19
Cc1nc2sc(C(c3ccc(Cl)cc3)N3CCOCC3)c(O)n2n1 (stereo not drawn)	-0.7	4	0.8	-2	-2	1	0	0.1	21
Cc1c(OCc2nn[nH]n2)ccc2c(-c3ccccc3)cc(=O)oc12	0.1	2	-0.2	-4	0	-21	-8	-0.1	8
CC(C)NC(=O)NC(=O)CSc1nncs1	0.1	2	3.3	1	23	12	1	1.1	2
Cc1ccc(S(=O)(=O)N(C)c2nonc2C)cc1	1.6	-1	-4.5	-1	4	-7	-8	0.1	11
CSc1ccccc1NC(=O)COc1ccc(Cl)cc1	-0.1	3	0.9	2	3	31	-13	.	6
COc1ccnc(Nc2ccc(C)c(C)c2)c1C#N	0.4	0	-0.9	3	0	42	-3	-0.3	36
Cc1cc(Nc2ccccc2C(=O)O)n(-c2cccc(Cl)c2)n1	-0.2	2	1.1	1	6	11	-6	1.4	17
C#CCNC(=O)C1=C[C@H](c2ccc(Br)cc2)C[C@H](OCc2ccc(CO)cc2)O1	1.0	0	1.3	0	2	-17	-4	-0.5	11
COc1ccc(C(CNC(=O)COc2ccccc2-c2ccccc2)N2CCOCC2)cc1 (stereo not drawn)	0.1	3	-1.4	-6	21	-9	2	-1.1	6
O=C(NCc1ccco1)c1cccn2c(=O)c3cc4ccccc4cc3nc12	0.4	-1	-11	-7	14	-34	-1	-1.3	.
COc1cccc2cc(C(=O)N3C(C)CCCC3C)c(=O)oc12 (stereo not drawn)	-0.1	-5	1.9	1	13	-3&-27	0	0.6	8&2
CC(=O)NC(CCS(C)(=O)=O)C(=O)Nc1ccc(C)c(F)c1 (stereo not drawn)	1.8	-7	0.3	-2	-1	9	-9	0.1	10
Cc1ccc(N(CC(=O)NCc2ccncc2)S(C)(=O)=O)cc1	0.9	-9	-2.1	0	7	6	-1	-0.2	11
COc1cc(SC#N)ccc1N=Cc1c(C)[nH]n(-c2cccc3ccccc23)c1=O	0.7	-2	-9.1	20	0	4	-11	0.0	11
NC(=O)C1CCN(C(=O)CN2C(=O)c3ccccc3S2(=O)=O)CC1	0.5	-4	-2.9	0	1	33	-6	-0.2	7
COc1cc(OC)cc(-c2nnc(Nc3nc4c(F)cccc4s3)o2)c1	1.0	-14	-0.5	-5	43	-2	7	1.7	31
CCCCN(C)C(=O)c1ccc(CS(=O)(=O)c2ccccc2C)o1	0.5	-11	2.1	-1	23	6	-1	0.1	11
COc1ccccc1N1CCN(C(=O)CN2C(=O)c3ccccc3C2=O)CC1	1.6	-2	0.4	2	14	16	-4	0.9	11
COc1ccc(NC(=O)C2CCCN2C(=O)Nc2ccccc2)cc1OC (stereo not drawn)	0.9	-5	-1.2	0	0	21	-2	-0.1	7
Cc1ccc(-n2nnnc2Sc2ccc(S(=O)(=O)NCCN(C)C)cc2[N+](=O)[O-])cc1	-0.8	6	-29	0	-27	-74	-7	27	32
Cc1ccc(C)c(OCC(=O)NCCNC(=O)COc2cc(C)ccc2C)c1	-1.2	-2	-1.6	-5	4	-16	-6	-1.2	1
Clc1ccc(OCc2nc(-c3ccncc3)no2)cc1	0.9	-6	-1.0	2	-11	-4	-13	-0.4	14
CC(C)(C)OC(=O)N/N=C/c1ccc(C(=O)O)cc1	1.3	0	1.6	3	3	8	3	1.5	10
Cc1cccc(NC(=O)/C(=C\c2cccs2)NC(=O)c2ccccc2)c1	-0.7	-9	-1.2	1	-2	8	-1	0.6	8
COC(=O)c1sc(-c2ccccc2)cc1NC(=O)c1ccccc1	0.2	-1	0.8	0	0	7	1	0.8	12
CCc1cc(C(=O)c2ccc(OC)cc2)c(NC(=O)CCC(=O)O)s1	1.9	1	-1.6	0	17	-9	1	0.7	9
CCN(CC)S(=O)(=O)c1cccc(C(=O)Nc2nnc(C)s2)c1	1.2	-4	0.2	3	16	3	-2	0.0	12
COCc1nnc(NC(=O)c2ccccc2Oc2ccccc2)s1	0.1	2	26	0	-2	38	1	0.5	1
O=C(Cc1ccccc1[N+](=O)[O-])Nc1ccc2c(c1)OCCO2	0.6	2	0.9	-1	1	-2	-7	0.1	2
CCOc1ccc(C(=O)Nc2nnc(NC(=S)Nc3ccccc3)s2)cc1	0.0	-4	4.0	0	27	-69	-6	0.0	5
Cc1ccc(Cl)cc1NC(=O)C(NS(=O)(=O)c1cccs1)c1ccccc1 (stereo not drawn)	-0.3	0	1.2	-1	3	28	-1	-0.1	4
Cc1oc(-c2ccc(Cl)cc2)cc1C(=O)O	1.6	-8	1.3	3	3	3	-5	0.9	8
CN(C)C(=O)CSc1nc2ccccc2c(=O)[nH]1	0.6	-9	-1.5	2	2	-5	0	-0.3	15
Cc1nnc(SCC(=O)Nc2ccc3c(c2)OCCO3)n1N	0.0	-2	0.2	4	-3	8	-3	-0.2	10
CCCOc1ccccc1NC(=O)CC1Nc2ccccc2NC1=O (stereo not drawn)	-0.7	-23	-1.9	-9	0	23	-15	0.1	6
CN(Cc1cnccn1)C(=O)CC1C(=O)NCCN1CC(c1ccccc1)c1ccccc1 (stereo not drawn)	1.1	-1	-0.8	-1	5	23	-6	-0.5	6
CCOC(=O)CC(=O)CSc1nc(-c2cccnc2)ccc1C#N	2.0	-61	-1.6	-6	9	30	10	0.3	11
CC(C)=NNc1cc([N+](=O)[O-])cc2c1C(=O)N(C)S2=O (stereo not drawn)	0.0	3	-1.0	8	17	15	-9	-0.3	3
COCCN1C=C(C(=O)OC)C(c2ccc(Cl)cc2)C(C(=O)OC)=C1	-0.6	105*	-2.1	94*	75*	43	-6	-1.4	6
Cc1ccccc1OCc1nnc2n1CC(C)S2 (stereo not drawn)	1.6	2	1.1	2	18	9	-4	0.4	4

More compounds follow.
Structure	PERK inhibitor	Runt-SMMHC FRET	TNF death inh	Runt-CBFb FRET	Hck-Nef inh	EP2 mod	RBBP9 inhibitor	zVAD death inh	EP2 antag
Cc1ccc(N2C(=O)C3CCC(C)(C2=O)C3(C)C)cc1C (stereo not drawn)	0.1	-2	-0.6	0	17	6	-14	0.0	10
O=C(NNC(=O)c1ccccc1Br)c1ccc(SCC2CCCO2)c([N+](=O)[O-])c1 (stereo not drawn)	-0.1	1	-1.4	-1	1	-3	-12	0.1	6
O=C(NCc1ccc(Cl)cc1)c1cc(-c2cccs2)on1	-0.5	2	1.8	9	3	-10	-5	2.6	8
COc1ccc2c(C)cc(SCC(=O)Nc3cc(C(N)=O)cc(C(N)=O)c3)nc2c1	-0.3	-12	2.9	-5	32	3	-18	-0.1	22
Cn1c(=O)c2c(nc(SCC(=O)N3CCCc4ccccc43)n2C)n(C)c1=O	-0.5	.	-0.3	.	0	.	-7	-0.1	.
CCOC(=O)C1=C(c2ccccc2)NC(=O)NC1c1ccc(N(C)C)cc1 (stereo not drawn)	-0.6	-3	0.2	3	-2	21	-9	5.9	9
CC(C)(C)c1ccc(C(=O)N/N=C2\C3CN4CCN(C3)CC2(c2ccccc2)C4)cc1	0.1	-1	0.6	0	1	19	-6	-0.2	7
CC1=NNC(=O)C1CC(=O)N/N=C(/C)c1cccc([N+](=O)[O-])c1 (stereo not drawn)	1.0	0	0.0	2	18	21	4	1.5	4
CCCCn1c(C(C)O)nc2ccccc21 (stereo not drawn)	0.9	-3	-0.5	1	-1	29	-8	0.0	8
Cc1cc(NC(=O)c2ccc(F)cc2)n(-c2ccccn2)n1	0.4	-2	-0.8	-2	24	4	-5	15	5
CSCCC(NC(=O)c1ccccc1)C(=O)Nc1ccc(C)cc1 (stereo not drawn)	-0.8	0	3.6	-3	0	26	-10	0.8	5
Cc1noc(C)c1C(c1ccccc1)S(=O)(=O)c1ccccc1 (stereo not drawn)	-0.1	2	0.5	-4	2	17	-8	-0.2	12
COc1ccc(/C=C/C(=O)OCc2cc(=O)n3c(n2)sc2ccccc23)cc1	0.9	-4	-0.7	1	6	-8	-8	0.8	3
CC12CC3(C)CC(C)(C1)CC(C(=O)NC(=S)N1CCCC1)(C2)C3	0.5	-4	-0.4	.	-6	-15	5	2.5	5
O=C(O)c1cc(N/N=C/c2ccc3c(c2)OCCO3)ccc1Cl	1.4	0	1.3	-4	4	16	-8	1.0	3
CCCCc1cn([C@@H](CCCCN)C(=O)N2CCNCC2)nn1	1.7	0	0.4	-1	-4	-15	0	-0.1	11
FC(F)(F)c1nnc2c(Sc3ccc(Cl)cc3)nc3ccccc3n12	1.1	-6	-3.3	0	0	13	-5	5.0	3
Cn1c(=O)c2c(SCC(=O)Nc3nccs3)nc(C3CC3)nc2n(C)c1=O	-0.1	1	-0.5	1	-4	0	-10	0.3	2
COc1ccccc1NC(=S)NC(NC(=O)c1ccco1)C(Cl)(Cl)Cl (stereo not drawn)	0.1	0	1.0	3	2	-19	-10	-0.4	6

A section taken from the entries so far, for reference:
Structure	PERK inhibitor	Runt-SMMHC FRET	TNF death inh	Runt-CBFb FRET	Hck-Nef inh	EP2 mod	RBBP9 inhibitor	zVAD death inh	EP2 antag
Cc1cc(NC(=O)c2ccc(F)cc2)n(-c2ccccn2)n1	0.4	-2	-0.8	-2	24	4	-5	15	5
CSCCC(NC(=O)c1ccccc1)C(=O)Nc1ccc(C)cc1 (stereo not drawn)	-0.8	0	3.6	-3	0	26	-10	0.8	5
